PrPC TRFRET: cell surface PrPC inhibition, primary TR-FRET screen; AID 720596; hit rate 0.43% among 370,000; P04156; TR-FRET read-out; inhibition, % at 13.8 µM; in the data active = inhibition above about 24%; note: 0% = median of the test wells and 100% = reference compound wells
MazEF act: activators of E. coli MazEF toxin-antitoxin RNase; FAM/BHQ RNA-DNA oligo cleavage fluorescence, 5 h; hit rate 0.32% among 350,000; AID 504720; activation, % at 20 µM; P0AE70; in the data active = activation above about 50%
Target sequence (P0AE70 whole entry, looked up): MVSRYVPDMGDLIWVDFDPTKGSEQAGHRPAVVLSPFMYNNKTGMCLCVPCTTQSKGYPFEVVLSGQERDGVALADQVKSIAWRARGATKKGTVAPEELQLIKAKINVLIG
BoNT F protease: blocks Botulinum neurotoxin F light chain protease; Multiplex microsphere protease cleavage assay, flow cytometry; inhibition, % at 10 µM; hit rate 0.22% among 360,000; AID 588497; in the data active = inhibition above about 35%, passing the limit was not always enough; inconclusive = no clear call, values can overlap the other calls; note: plate controls were buffer without enzyme for full effect and enzyme alone for no effect
Mtb UGM inh: inhibitors of M. tuberculosis UDP-galactopyranose mutase; P9WIQ1; purified UGM, fluorescence polarization probe displacement; inhibition, % at 10 µM; hit rate 0.06% among 320,000; AID 504406; in the data active = inhibition above about 10%, passing the limit was not always enough; inconclusive = no clear call, values can overlap the other calls
Target sequence (P9WIQ1 whole entry, looked up): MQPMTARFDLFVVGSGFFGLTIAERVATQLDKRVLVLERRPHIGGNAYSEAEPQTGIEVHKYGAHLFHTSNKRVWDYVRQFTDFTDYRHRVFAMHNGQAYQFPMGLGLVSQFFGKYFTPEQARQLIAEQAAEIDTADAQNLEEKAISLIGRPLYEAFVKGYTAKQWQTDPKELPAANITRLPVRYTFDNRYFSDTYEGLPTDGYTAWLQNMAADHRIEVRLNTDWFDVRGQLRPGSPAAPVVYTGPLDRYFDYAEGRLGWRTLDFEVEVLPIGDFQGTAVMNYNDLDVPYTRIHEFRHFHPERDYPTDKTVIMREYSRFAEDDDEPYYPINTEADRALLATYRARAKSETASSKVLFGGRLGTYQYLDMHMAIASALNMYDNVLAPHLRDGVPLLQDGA
FBA Mtb inh: Mtb fructose-bisphosphate aldolase inhibition. purified M. tuberculosis FBA, fluorescence read-out. inhibition, % at 1 µM. hit rate 2.3% among 360,000; in the data active = inhibition above about 27%;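 note: 0% = vehicle and 100% = reference inhibitor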
FadD28 FP inh: inhibitors of Mycobacterium tuberculosis FadD28 bisubstrate binding. AID 588549. FadD28 bisubstrate probe binding, fluorescence polarization. hit rate 0.22% among 360,000. inhibition, % at 12.5 µM; in the data active = inhibition above about 8.5%, passing the limit was not always enough; inconclusive = no clear call, values can overlap the other calls
Rv3671c protease: Rv3671c (M. tuberculosis) protease inhibition; hit rate 0.048% among 320,000; P9WHR9; inhibition, % at 5.96 µM; AID 2606; in the data active = inhibition above about 38%;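 note: extracellular domain of Rv3671c used as enzyme; 0% = enzyme with DMSO and 100% = no enzyme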
Target sequence (P9WHR9 whole entry, looked up, the tested form may be a part): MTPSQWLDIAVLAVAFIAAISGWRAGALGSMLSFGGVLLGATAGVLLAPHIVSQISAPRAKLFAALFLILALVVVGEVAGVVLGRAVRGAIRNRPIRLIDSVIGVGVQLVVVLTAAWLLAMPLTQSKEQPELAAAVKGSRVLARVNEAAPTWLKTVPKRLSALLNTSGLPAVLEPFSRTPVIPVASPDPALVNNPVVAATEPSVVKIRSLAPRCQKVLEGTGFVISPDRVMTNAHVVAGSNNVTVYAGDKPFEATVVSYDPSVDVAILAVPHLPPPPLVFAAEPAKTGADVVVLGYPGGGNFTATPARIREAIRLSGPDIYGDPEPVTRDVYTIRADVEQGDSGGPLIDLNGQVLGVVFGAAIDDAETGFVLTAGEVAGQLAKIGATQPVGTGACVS
GDH-TPI counter: GDH-TPI coupled enzyme inhibition counter-screen; GDH-TPI coupled enzyme counterscreen, NADH absorbance; inhibition, % at 4.8 µM; AID 588335; hit rate 1.2% among 360,000; in the data active = inhibition above about 30%;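 note: 0% = DMSO wells and 100% = wells lacking the enzyme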
Mtb BioA inh: inhibitors of Mycobacterium tuberculosis BioA enzyme | hit rate 0.096% among 360,000 | AID 602481 | inhibition, % at 9.99 µM | purified M. tuberculosis BioA enzyme, plate reader; in the data active = inhibition above about 40%; inconclusive = no clear call, values can overlap the other calls
* = called active by the depositor; u = inconclusive; x = no result given; + = active, no number.

SMILES | PrPC TRFRET | MazEF act | BoNT F protease | Mtb UGM inh | FBA Mtb inh | FadD28 FP inh | Rv3671c protease | GDH-TPI counter | Mtb BioA inh
CCN1CCCC1CNC(=O)Cn1nc(C)n2c(cc3cc(C)ccc32)c1=O (stereo not given) | -9 | -8 | -6 | -7.4 | 10 | -2.5 | 8 | 4 | 1.0
N/C(=N/OC(=O)c1ccccc1F)c1nonc1N | 5 | 9 | 1 | 1.1 | -1 | -1.2 | 4 | -4 | x
Cn1nnnc1N=N/C(=N/Nc1ccccc1)c1ccccc1 | 15 | 2 | -22 | -1.2 | -11 | -1.6 | 14 | 12 | -2.5
O=C(Cc1ccccc1)c1nc2ccccc2s1 | 2 | 6 | 2 | 4.2 | 2 | -0.2 | -9 | 9 | -1.0
COC(CNC(=O)CNC(=S)N(Cc1ccccc1)Cc1cccs1)OC | 6 | 9 | -5 | -1.4 | -1 | 0.2 | 1 | -6 | 0.6
CCOc1cc(/C=C2/SC(=Nc3ccccc3)N(Cc3cccnc3)C2=O)ccc1OCC#N | -4 | -30 | -6 | 0.3 | 1 | -2.1 | -10 | 14 | x
COc1cccc(CN(C(=O)Cc2c[nH]c3ccccc23)C(C(=O)NC2CCCCC2)c2cccs2)c1 (stereo not given) | 10 | -12 | 7 | 2.7 | 7 | -1.3 | 1 | 5 | x
Cc1cc(C)n(Cc2ccc(C(=O)O)o2)n1 | -5 | 3 | -4 | 0.9 | 1 | 0.8 | 7 | 5 | 5.9
COc1ccc(NC(=O)c2nnn(CC(=O)Nc3ccccc3OC)c2N)c(OC)c1 | -3 | 7 | 4 | 2.0 | 10 | -1.0 | -7 | 6 | 0.6
CCCCOc1ccc(S(=O)(=O)NNC(=O)c2cc3ccccc3o2)cc1 | 6 | -12 | 6 | 1.0 | -2 | -2.4 | -33 | -1 | 1.6
COc1ccc(-c2cc(C(F)F)n3ncc(C(=O)NCCCN4CCCC4=O)c3n2)cc1 | -5 | 7 | -2 | x | 31* | 0.5 | 0 | 6 | 3.7
CCOc1ccc(C(OC(=O)c2ccco2)C(=O)NCc2ccc(C)cc2)cc1 (stereo not given) | -2 | 1 | -37 | -0.2 | 4 | -1.0 | -3 | 6 | -1.5
COc1ccc(S(=O)(=O)N2CCC(C)CC2)cc1N(C)S(=O)(=O)c1ccccc1 | 1 | -5 | 14 | -1.7 | 5 | -0.1 | -3 | -2 | 0.0
CC1(C(=O)O)Oc2cccnc2NC1=O (stereo not given) | -1 | -3 | 0 | -0.9 | 1 | -3.8 | 2 | 1 | x
Cc1ccc2cc(C=O)c(Cl)nc2c1 | 1 | -16 | 1 | 0.9 | 0 | -0.2 | -6 | -4 | x
Oc1ccc(CN2CCCCC2)nc1-c1ccccc1 | -6 | 12 | 2 | 0.3 | 87* | -2.4 | -2 | 3 | 0.8
O=C(CCN1C(=O)/C(=C/c2ccccc2Cl)SC1=S)NC1C=CS(=O)(=O)C1 (stereo not given) | -7 | 0 | -3 | -3.4 | -1 | -4.2 | -4 | 22 | -2.4
CCOC(=O)C1(Cc2ccc(Cl)cc2)CCN(CCCn2cccn2)CC1 | -1 | 5 | -5 | -2.8 | -1 | -1.7 | 6 | 2 | -0.1
Cc1ccc(C2SCC(=O)N2Cc2cn3ccsc3n2)o1 (stereo not given) | 3 | 6 | -12 | -2.3 | 0 | -0.1 | 1 | 9 | -1.5
COc1ccc(C(=O)CN2CCN(S(=O)(=O)c3cccc([N+](=O)[O-])c3)CC2)cc1 | -7 | -6 | 4 | -1.6 | 1 | -2.1 | -5 | 4 | x
Cc1ccc(NC(=O)CSc2nnc3c(n2)[nH]c2ccccc23)cc1 | 3 | 7 | -12 | 0.4 | -4 | -4.8 | -5 | 7 | 0.2
O=C(c1cc([N+](=O)[O-])ccc1N1CCNCC1)N1CCOCC1 | -14 | 4 | 4 | 1.3 | -5 | -4.9 | 9 | 5 | -2.0
COc1ccccc1Cc1nc(-c2cccnc2)no1 | 9 | 5 | u | 0.1 | 2 | -2.6 | 6 | -5 | 7.8
Cc1ccc(C(=O)Nc2cc(=O)n(C)c(=O)n2C)cc1C | 7 | 11 | 0 | x | 0 | -0.6 | -1 | 8 | -2.2
COc1ccc(Cl)cc1NC(=O)CN(C(=O)c1ccco1)C1CCCCC1 | 3 | -4 | -6 | -2.2 | -1 | -4.8 | -3 | 2 | -0.3
O=C(c1ccc(F)c(S(=O)(=O)N2CCOCC2)c1)N(CCc1ccccc1)Cc1ccccc1 | 0 | 2 | 10 | 0.4 | 1 | 1.5 | 5 | -4 | x
c1cc2cn[nH]c2cc1NC1CCCCCC1 | -6 | 1 | -22 | 1.0 | 14 | -0.3 | -23 | 21 | x
CCOC1C(=O)NC(=O)N1Cc1ccccc1 (stereo not given) | 3 | 6 | -2 | -1.2 | 1 | 0.5 | x | -10 | -2.3
CSc1nc2sc3c(c2c(=S)[nH]1)CC(C)(C)OC3 | -1 | 0 | -8 | 0.8 | 5 | 1.1 | x | 23 | 0.5
O=C(Nc1cccc(Cl)c1)OCC#CCN1CCCC1 | 0 | 9 | -3 | x | -1 | -2.8 | x | -5 | x
Cc1cc(C)nc(NS(=O)(=O)c2ccc(NC(=O)NC3CCCCC3)cc2)n1 | -7 | 1 | -1 | -4.8 | -1 | -3.0 | -6 | 20 | x
COc1ccccc1CC1S/C(=N/N=C/c2ccco2)NC1=O (stereo not given) | -3 | -7 | -2 | 3.1 | 0 | -5.9 | -8 | 22 | x
O=C(CSc1nnc2c(Cl)cc(Cl)cn12)N1CCOCC1 | x | -5 | 1 | 2.2 | 2 | -1.0 | -3 | -3 | x
COc1ccc(CN2C[C@@H](CO)O[C@@H](n3cnc4c(NCCCO)ncnc43)C2)cc1 | -3 | x | -3 | x | -2 | -1.1 | x | 4 | -0.6
Cc1ccc(NC(=S)c2ccncc2)cc1 | -18 | 3 | 6 | -1.0 | -2 | -0.5 | 4 | 9 | -0.6
Cc1ccc(Oc2nnc(-c3ccccc3)cc2C#N)cc1 | 7 | -2 | -10 | 0.9 | -9 | -3.4 | 1 | 3 | 0.3
CCCCSc1nc2ccccc2[nH]1 | 16 | -14 | -3 | 0.6 | -2 | -3.7 | -11 | -15 | x
COc1ccc(C2NC(=S)NC(C)=C2C(=O)Nc2ccccn2)cc1 (stereo not given) | 2 | -3 | 1 | 0.6 | 1 | -1.2 | 0 | 6 | -0.1
Cc1ccc(C2/C(=C(\O)c3c(C)nc4ccccn34)C(=O)C(=O)N2CCN(C)C)o1 (stereo not given) | -1 | -26 | 4 | -2.7 | 3 | -0.5 | -4 | 4 | x
Cc1cc(N)n(-c2nc(-c3cccnc3)nc3ccccc23)n1 | -22 | 4 | -9 | -0.6 | -2 | -1.9 | 2 | 5 | -1.1
Cc1ccc(-c2csc3nc(C(C)C)oc(=O)c23)c(C)c1 | 2 | 0 | u | 1.3 | 0 | -1.3 | 5 | 14 | -1.6
N#Cc1cc(NCC2CCCO2)c([N+](=O)[O-])cc1C#N (stereo not given) | -31 | 7 | 4 | 0.0 | -8 | -3.1 | -5 | 0 | x
Cc1ccc(S(=O)(=O)c2cn(CC(=O)Nc3ccccc3)c3ccc(F)cc3c2=O)cc1 | 5 | -7 | -1 | -3.7 | 3 | 0.3 | -13 | 13 | -2.3
CCCCCCc1cc2cc(-c3nnc(-c4ccccc4O)o3)c(=O)oc2cc1O | 4 | -113 | 11 | -1.4 | 2 | -0.3 | 4 | 14 | -0.2
COc1ccccc1C(=O)NNC(=S)Nc1ccccc1 | 4 | -33 | -3 | x | -3 | -2.0 | x | -3 | x
COc1cc(C)ccc1NC(=O)Cc1csc(NC(=O)Nc2ccccc2OC)n1 | 2 | -3 | 0 | 0.4 | -1 | -5.2 | -30 | 0 | -1.7
COc1ccc([N+](=O)[O-])cc1NC(=O)C(C)N(C)Cc1ccc(Br)cc1 (stereo not given) | -5 | -1 | -5 | x | 1 | -3.2 | -8 | 0 | -0.2
O=C(NCc1cccnc1)c1cccc(NS(=O)(=O)c2ccc(Br)cc2)c1 | 9 | -4 | 0 | x | 6 | -4.3 | -9 | 11 | 6.3
O=C(Nc1ccc2oc(=O)ccc2c1)c1ccc(-c2ccc(Cl)cc2)o1 | -3 | 22 | -4 | -2.1 | 1 | -2.7 | 2 | 7 | x
Cc1ccccc1CN1C(=O)CS/C1=N/N=C/c1ccco1 | -3 | 1 | u | -1.2 | 0 | -4.0 | 5 | 11 | -1.8

Remaining list, next part
SMILES | PrPC TRFRET | MazEF act | BoNT F protease | Mtb UGM inh | FBA Mtb inh | FadD28 FP inh | Rv3671c protease | GDH-TPI counter | Mtb BioA inh
O=C(Nc1ccc(NC(=O)c2ccccc2)nc1)c1ccncc1 | -2 | -4 | 0 | 0.2 | 0 | -2.8 | -9 | 6 | x
Cc1cc(F)ccc1S(=O)(=O)N1CCCOC1CNC(=O)C(=O)NCCC1=CCCCC1 (stereo not given) | -5 | -8 | 1 | -2.7 | 1 | 2.3 | -3 | 1 | x
CCN(CC)C(=O)Oc1nnc(SC(C)C)n1-c1ccc(Cl)cc1 | 1 | 1 | u | 2.3 | 2 | -1.5 | 1 | -3 | x
N#Cc1ccccc1NC(=O)c1ccc2c(c1)OCO2 | 1 | 2 | -20 | 3.1 | -1 | -2.1 | 2 | -4 | -2.2
Cc1c(C(=O)NCc2ccc(F)cc2)sc(=O)n1Cc1ccccc1 | 12 | x | -8 | x | 1 | -1.0 | x | 12 | 6.8
CC(=O)Nc1ccccc1S(=O)(=O)CC1CC1(Cl)Cl (stereo not given) | -8 | 5 | 2 | 1.8 | 1 | -1.1 | -4 | 1 | -7.0
CN(C)C(CNC(=O)CCc1nc2sc3c(c2c(=O)[nH]1)CCCC3)c1ccccc1 (stereo not given) | -4 | -7 | 12 | 0.2 | 0 | -1.4 | 2 | 3 | 2.5
COc1ccc(N2CCN(C(=O)CCCSc3nc4ccccc4[nH]3)CC2)cc1 | 3 | 6 | 4 | -0.3 | 2 | 0.7 | -3 | 8 | -4.6
COc1ccc(O)c(/C=N/NC(=O)c2cccc(N3CCCC3=O)c2)c1 | 4 | 4 | -5 | 4.4 | -2 | 0.0 | 20 | 13 | -0.3
COc1ccc2c(N)c(C(=O)NN)[nH]c2c1 | -2 | 12 | u | -0.7 | 5 | -3.1 | 2 | 0 | 0.6
Cc1ccc(CNC(=O)C2CCN(S(=O)(=O)N3CCC(C)CC3)CC2)cc1 | 6 | 4 | -5 | x | -3 | -2.4 | x | 1 | -0.4
C/C(=N\NC(=O)c1cc(-c2ccc(C)s2)[nH]n1)c1ccco1 | -3 | 2 | 3 | 0.1 | 2 | -8.3 | -18 | 14 | x
CC1(C)Cc2c(cnn2-c2ccc(F)cc2)C(NC(=O)CCc2ccncc2)C1 (stereo not given) | -2 | 2 | 1 | x | -3 | -4.0 | x | -3 | 0.5
CCCN(Cc1cc2ccc(C)cc2[nH]c1=O)C(=O)c1cccnc1 | -2 | 10 | u | -0.4 | 5 | -5.4 | -12 | 24 | -1.9
O=C(Cn1cnc2c(cnn2-c2ccccc2)c1=O)c1ccc(Cl)cc1 | -1 | -1 | -4 | -0.1 | -3 | -1.3 | -4 | -24 | 0.3
Nc1c(C(=O)C2CC2)sc2nc(-c3cccs3)cc(C(F)(F)F)c12 | 7 | + | 14 | 5.9 | 57* | 1.1 | 0 | 2 | x
COc1ccc(OCc2nc3ccccc3n2C(C)C)cc1 | 4 | -1 | -5 | 1.2 | -1 | -2.6 | 1 | -2 | x

Grouped by structure, those above with a nitro group on carbon.
SMILES | PrPC TRFRET | MazEF act | BoNT F protease | Mtb UGM inh | FBA Mtb inh | FadD28 FP inh | Rv3671c protease | GDH-TPI counter | Mtb BioA inh
COc1ccc(C(=O)CN2CCN(S(=O)(=O)c3cccc([N+](=O)[O-])c3)CC2)cc1 | -7 | -6 | 4 | -1.6 | 1 | -2.1 | -5 | 4 | x
O=C(c1cc([N+](=O)[O-])ccc1N1CCNCC1)N1CCOCC1 | -14 | 4 | 4 | 1.3 | -5 | -4.9 | 9 | 5 | -2.0
N#Cc1cc(NCC2CCCO2)c([N+](=O)[O-])cc1C#N (stereo not given) | -31 | 7 | 4 | 0.0 | -8 | -3.1 | -5 | 0 | x
COc1ccc([N+](=O)[O-])cc1NC(=O)C(C)N(C)Cc1ccc(Br)cc1 (stereo not given) | -5 | -1 | -5 | x | 1 | -3.2 | -8 | 0 | -0.2
